Fam108B counter: counter-screen for RBBP9 inhibitors: inhibitors of mouse Fam108B. recombinant Fam108B, FP-Rh probe fluorescence polarization. AID 1947. 300,000 compounds, 0.33% hits. inhibition, % at 9.51 µM;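 active = inhibition above the screen mean inhibition plus 3 SD, computed separately per campaign, cut at about 18% in these data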;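 note: inhibitors lower polarization as less probe binds the enzyme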
LYPLA1 counter: blocks human lysophospholipase 1, a PME1 counter-screen | O75608 | recombinant LYPLA1, FP-Rh probe fluorescence polarization | inhibition, % at 5.9 µM | 320,000 compounds, 0.16% hits | AID 2174;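 active = inhibition above the mean of all tested compounds plus 3 SD, set per campaign, cut at about 14% in these data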;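 note: inhibitors block serine hydrolase probe labeling of LYPLA1 so polarization falls; 0% = enzyme with DMSO and 100% = wells lacking LYPLA1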
PAD4 FP inh: inhibitors of human PAD4; Q9UM07; 330,000 compounds, 0.41% hits; inhibition, % at 6.36 µM; AID 485272; recombinant PAD4, RCA probe fluorescence polarization;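 active = percent inhibition above a cutoff equal to the mean of all tested compounds plus 3 SD, cut at about 15% in these data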;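 note: 0% = PAD4 with RCA probe and DMSO and 100% = probe without PAD4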
PME-1 primary: PME-1 (human) inhibition; Q9Y570; recombinant PME-1, FP-Rh probe fluorescence polarization; inhibition, % at 5.9 µM; 320,000 compounds, 0.53% hits; AID 2130;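 active = inhibition above the campaign mean of all compounds plus 3 SD, cut at about 26% in these data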;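 note: competitive labeling of PME-1 active site by serine hydrolase directed probe; 0% = PME-1 with DMSO and 100% = wells lacking PME-1 enzyme; inhibitors block probe labeling so polarization falls and inhibition rises; many of its hits are not listed in these tables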
Target sequence (Q9Y570 whole entry, looked up): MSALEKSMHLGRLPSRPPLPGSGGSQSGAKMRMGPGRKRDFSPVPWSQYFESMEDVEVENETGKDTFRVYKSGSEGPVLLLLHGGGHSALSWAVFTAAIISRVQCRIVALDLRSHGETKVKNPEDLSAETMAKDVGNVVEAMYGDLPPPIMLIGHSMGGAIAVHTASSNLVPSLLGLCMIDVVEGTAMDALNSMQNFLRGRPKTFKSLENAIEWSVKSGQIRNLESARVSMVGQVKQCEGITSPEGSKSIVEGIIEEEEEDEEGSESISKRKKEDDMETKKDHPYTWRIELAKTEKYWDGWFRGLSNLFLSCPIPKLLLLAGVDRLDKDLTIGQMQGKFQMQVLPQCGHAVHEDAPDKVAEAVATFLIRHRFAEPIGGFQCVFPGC
pPAFAH inh: inhibitors of human plasma PAF acetylhydrolase (pPAFAH) | Q13093 | AID 463082 | recombinant pPAFAH, FP-rhodamine probe fluorescence polarization | inhibition, % at 3.39 µM | 330,000 compounds, 1.5% hits;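 active = inhibition above the mean inhibition across the screen plus 3 SD, cut at about 25% in these data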;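 note: inhibitors block binding of the rhodamine activity-based probe so polarization drops; 0% = enzyme with DMSO and 100% = wells lacking pPAFAH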
Target sequence (Q13093 whole entry, looked up): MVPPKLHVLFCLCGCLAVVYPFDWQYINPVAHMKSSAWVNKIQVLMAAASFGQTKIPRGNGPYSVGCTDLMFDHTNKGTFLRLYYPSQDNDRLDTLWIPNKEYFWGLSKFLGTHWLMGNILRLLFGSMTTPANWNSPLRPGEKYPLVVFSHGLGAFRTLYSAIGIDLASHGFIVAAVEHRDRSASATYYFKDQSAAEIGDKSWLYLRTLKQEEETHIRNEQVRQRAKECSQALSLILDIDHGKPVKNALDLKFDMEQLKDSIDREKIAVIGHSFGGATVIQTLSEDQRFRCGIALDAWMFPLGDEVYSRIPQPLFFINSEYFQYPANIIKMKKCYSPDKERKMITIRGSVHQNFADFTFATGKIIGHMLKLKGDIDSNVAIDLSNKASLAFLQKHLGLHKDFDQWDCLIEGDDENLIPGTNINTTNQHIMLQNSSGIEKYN
GSTO1 counter: counter-screen for RBBP9 inhibitors: inhibitors of human GSTO1 | recombinant GSTO1, activity-based probe fluorescence polarization | 300,000 compounds, 1.1% hits | inhibition, % at 5.96 µM;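 active = inhibition above the campaign mean inhibition plus 3 SD, cut at about 35% in these data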;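 note: 0% = GSTO1-1 with DMSO and 100% = wells lacking GSTO1-1 enzyme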
Target sequence (P78417 whole entry, looked up): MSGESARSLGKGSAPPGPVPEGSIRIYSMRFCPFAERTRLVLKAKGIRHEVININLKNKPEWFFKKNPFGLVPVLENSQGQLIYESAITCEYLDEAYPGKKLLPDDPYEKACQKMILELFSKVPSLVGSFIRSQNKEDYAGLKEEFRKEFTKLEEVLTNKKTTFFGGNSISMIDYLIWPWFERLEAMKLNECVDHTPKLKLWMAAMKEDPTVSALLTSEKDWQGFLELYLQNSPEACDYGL
PAFAH1B2 FP inh: inhibitors of human PAFAH1B2 | P68402 | recombinant PAFAH1B2, FP-rhodamine activity probe, fluorescence polarization | inhibition, % at 3.39 µM | 340,000 compounds, 1.2% hits;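 active = inhibition above the mean of all tested compounds plus 3 SD, cut at about 24% in these data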;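 note: 0% = enzyme with DMSO and 100% = wells lacking PAFAH1B2; many of its hits are not listed in these tables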
PAFAH1B3 inh: blocks human PAF acetylhydrolase 1B catalytic subunit 3; Q15102; recombinant PAFAH1B3, FP-rhodamine probe, fluorescence polarization; inhibition, % at 3.39 µM; 340,000 compounds, 0.28% hits; AID 492972;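 active = inhibition above the screen-wide average of all tested compounds plus 3 SD, cut at about 25% in these data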;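 note: 0% = enzyme with DMSO only and 100% = wells lacking PAFAH1B3 protein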
PAFAH2 inh: PAFAH2 (human) inhibition. Q99487. recombinant PAFAH2, FP-rhodamine activity probe, fluorescence polarization. inhibition, % at 3.39 µM. 340,000 compounds, 0.99% hits;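 active = inhibition above the mean over all tested compounds plus 3 SD, cut at about 30% in these data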;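 note: inhibitors block probe labeling of enzyme so polarization drops; 0% = enzyme with DMSO and 100% = wells lacking PAFAH2 protein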
* = called active by the depositor. Only part of the results is shown; rates above refer to the full screens.

Screening CCC(C(=O)OC)(C(=O)OC)c1ccc([N+](=O)[O-])cc1 returned Fam108B counter -2.1, LYPLA1 counter 1.4, PAD4 FP inh 0.8, PME-1 primary 7.9, pPAFAH inh 3.6, GSTO1 counter 15.3, PAFAH1B2 FP inh 1.1, PAFAH1B3 inh -1.1 and PAFAH2 inh 0.0.
For Cc1nnc(SCC(=O)Nc2ncc(S(=O)(=O)c3ccc([N+](=O)[O-])cc3)s2)s1 the results were Fam108B counter 3.0, LYPLA1 counter 0.3, PAD4 FP inh 2.6, PME-1 primary -0.3, pPAFAH inh 3.3, GSTO1 counter -3.1, PAFAH1B2 FP inh -0.2, PAFAH1B3 inh 5.0 and PAFAH2 inh -1.6.
Screening O=C(Nc1ccc(OCc2ccccc2Cl)cc1)c1cccnc1 returned Fam108B counter -2.7, LYPLA1 counter -3.1, PAD4 FP inh -7.3, PME-1 primary -18.1, pPAFAH inh 6.2, GSTO1 counter 5.8, PAFAH1B2 FP inh 4.9, PAFAH1B3 inh -0.8 and PAFAH2 inh 11.2.
Cc1ccc2[nH]c(=O)c(CN(CCO)C(=O)N(C)C)cc2c1 was read as Fam108B counter -4.7, LYPLA1 counter -7.3, PAD4 FP inh -0.3, PME-1 primary -6.3, pPAFAH inh 0.2, GSTO1 counter 10.8, PAFAH1B2 FP inh 2.3, PAFAH1B3 inh 1.0 and PAFAH2 inh -0.3.
`Cc1ccc(NCc2nnc(SCC(=O)N3c4ccccc4Sc4ccccc43)o2)c(C)c1` gave Fam108B counter -3.6, LYPLA1 counter -6.1, PAD4 FP inh -0.7, PME-1 primary -2.3, pPAFAH inh 6.2, GSTO1 counter -3.8, PAFAH1B2 FP inh 3.3, PAFAH1B3 inh 6.8 and PAFAH2 inh -0.1.
`Clc1ccc(-n2cc(COCc3ccccc3)nn2)cc1` gave Fam108B counter -5.8, LYPLA1 counter -0.1, PAD4 FP inh -2.5, PME-1 primary -1.7, pPAFAH inh 0.4, GSTO1 counter 0.7, PAFAH1B2 FP inh 7.7, PAFAH1B3 inh -2.1 and PAFAH2 inh 1.6.
O=C(N/N=C/C=C\c1cccc([N+](=O)[O-])c1)c1ccccn1 was read as Fam108B counter -5.1, LYPLA1 counter -1.3, PAD4 FP inh 0.2, PME-1 primary -2.8, pPAFAH inh -10.5, GSTO1 counter 4.8, PAFAH1B2 FP inh 1.7, PAFAH1B3 inh -5.5 and PAFAH2 inh -7.7.
`COc1cccc2cc(-c3cc(=O)oc4cc(C)c(OCC(C)=O)cc34)oc12` gave Fam108B counter -3.3, LYPLA1 counter -2.4, PAD4 FP inh -2.3, PME-1 primary -2.8, pPAFAH inh -5.1, GSTO1 counter -1.4, PAFAH1B2 FP inh -5.3, PAFAH1B3 inh 0.6 and PAFAH2 inh -2.3.
For CCOc1ccccc1-c1nc(CN2CCC(C(=O)N3CCOCC3)CC2)c(C)o1 the results were Fam108B counter 3.4, LYPLA1 counter -1.9, PAD4 FP inh -1.3, PME-1 primary 2.3, pPAFAH inh 6.1, GSTO1 counter 2.7, PAFAH1B2 FP inh 2.2, PAFAH1B3 inh 0.1 and PAFAH2 inh 1.0.
Screening O=S(=O)(NCCN1CCOCC1)c1ccc(Cl)s1 returned Fam108B counter -3.9, LYPLA1 counter 1.5, PAD4 FP inh -1.2, PME-1 primary -4.1, pPAFAH inh 0.1, GSTO1 counter -1.8, PAFAH1B2 FP inh 5.1, PAFAH1B3 inh -3.0 and PAFAH2 inh -4.3.
`CCS(=O)(=O)N1CCC(C(=O)NCc2ccco2)CC1` gave Fam108B counter -0.6, LYPLA1 counter 1.1, PAD4 FP inh -7.7, PME-1 primary -6.3, pPAFAH inh -1.6, GSTO1 counter -3.5, PAFAH1B2 FP inh 3.9, PAFAH1B3 inh -4.7 and PAFAH2 inh 8.2.
`COc1cccc(Cn2nnc(C(=O)NCCc3ccc(Cl)cc3)c2N)c1` gave Fam108B counter 0.5, LYPLA1 counter -1.9, PAD4 FP inh 1.5, PME-1 primary 4.5, pPAFAH inh 2.0, GSTO1 counter 4.8, PAFAH1B2 FP inh 16.6, PAFAH1B3 inh 6.5 and PAFAH2 inh 3.1.
Cc1ccc2[nH]c(CNC(=O)c3ccc(F)cc3)cc2c1 was read as Fam108B counter 1.7, LYPLA1 counter -3.5, PAD4 FP inh -3.5, PME-1 primary -2.2, pPAFAH inh 4.6, GSTO1 counter -2.3, PAFAH1B2 FP inh 4.5, PAFAH1B3 inh 6.6 and PAFAH2 inh 2.3.
`Cc1csc2ncc(C(=O)Nc3ccc4c(c3)OCCO4)c(=O)n12` gave Fam108B counter -0.5, LYPLA1 counter -0.6, PAD4 FP inh -2.0, PME-1 primary 1.0, pPAFAH inh -7.6, GSTO1 counter 1.3, PAFAH1B2 FP inh -3.7, PAFAH1B3 inh 1.3 and PAFAH2 inh -0.6.
Screening CC(=O)Oc1ccc(-c2nc(-c3cccnc3)no2)cc1 returned Fam108B counter 1.6, LYPLA1 counter -3.2, PAD4 FP inh -4.9, PME-1 primary -2.4, pPAFAH inh 0.2, GSTO1 counter 4.3, PAFAH1B2 FP inh 1.1, PAFAH1B3 inh 8.2 and PAFAH2 inh -0.7.
Screening Fc1cc(Br)cc(F)c1NC(=S)N1CCOCC1 returned Fam108B counter -3.2, LYPLA1 counter 3.3, PAD4 FP inh -2.6, PME-1 primary 4.2, pPAFAH inh 3.0, GSTO1 counter 6.0, PAFAH1B2 FP inh 6.6, PAFAH1B3 inh 0.2 and PAFAH2 inh -0.7.
Screening COCCn1c(=N)c(C(=O)NCCc2ccccc2)cc2c(=O)n3cccc(C)c3nc21 returned Fam108B counter 2.8, LYPLA1 counter -2.2, PAD4 FP inh -4.5, PME-1 primary -7.1, pPAFAH inh 2.2, GSTO1 counter 5.3, PAFAH1B2 FP inh -0.4, PAFAH1B3 inh -1.3 and PAFAH2 inh 11.6.
`O=C(CCS(=O)(=O)c1ccc(Br)cc1)N1CCN(c2ccc(F)cc2)CC1` gave Fam108B counter -3.0, LYPLA1 counter 3.3, PAD4 FP inh 1.5, PME-1 primary 0.7, pPAFAH inh 5.4, GSTO1 counter 0.0, PAFAH1B2 FP inh 10.1, PAFAH1B3 inh 8.9 and PAFAH2 inh 39.4*.
`Cc1nn(Cc2ccc(C(=O)Nc3ccccc3F)cc2)c(C)c1Cl` gave Fam108B counter 0.6, LYPLA1 counter -0.9, PAD4 FP inh -4.8, PME-1 primary 0.6, pPAFAH inh -2.4, GSTO1 counter 1.0, PAFAH1B2 FP inh -0.6, PAFAH1B3 inh -9.6 and PAFAH2 inh -5.2.
Screening CCOC(=O)C1CCN(CCCSc2ccc(C)cc2)CC1 returned Fam108B counter 2.2, LYPLA1 counter 2.4, PAD4 FP inh -2.7, PME-1 primary 2.1, pPAFAH inh 3.7, GSTO1 counter 5.2, PAFAH1B2 FP inh 8.4, PAFAH1B3 inh 8.9 and PAFAH2 inh 6.2.
O=C(Cc1cc(=O)[nH][nH]1)N/N=C/c1ccccc1[N+](=O)[O-] was read as Fam108B counter 7.2, LYPLA1 counter -2.3, PAD4 FP inh 7.4, PME-1 primary -1.3, pPAFAH inh 5.7, GSTO1 counter 49.5*, PAFAH1B2 FP inh 9.2, PAFAH1B3 inh -6.0 and PAFAH2 inh -4.9.
Screening O=C(Nn1cnc2ccccc2c1=O)c1ccccc1Cl returned Fam108B counter -1.6, LYPLA1 counter -0.3, PAD4 FP inh -3.2, PME-1 primary 4.6, pPAFAH inh -1.9, GSTO1 counter 1.4, PAFAH1B2 FP inh 5.0, PAFAH1B3 inh 4.0 and PAFAH2 inh -1.8.
Screening COc1ccc(C(=O)NN2C(=O)C3C4C=CC(O4)C3C2=O)cc1 (centres undefined) returned Fam108B counter -4.5, LYPLA1 counter -1.5, PAD4 FP inh -3.9, PME-1 primary -3.3, pPAFAH inh 3.2, GSTO1 counter -2.5, PAFAH1B2 FP inh -0.4, PAFAH1B3 inh 1.0 and PAFAH2 inh 0.7.
Screening COc1ccc(-c2oc(=O)c3cc(OC)c(OC)cc3c2/C=C/c2ccc([N+](=O)[O-])cc2)cc1 returned PAD4 FP inh -3.8, pPAFAH inh 5.5, PAFAH1B2 FP inh 7.7, PAFAH1B3 inh 0.1 and PAFAH2 inh 0.3.
Screening CC(C)c1nc2c(c(=O)c3ccccc3n2C)c(=O)n1CCc1ccccc1 returned Fam108B counter -1.4, LYPLA1 counter -0.2, PAD4 FP inh -3.8, PME-1 primary 1.1, pPAFAH inh 8.7 and GSTO1 counter -7.1.
`CCC(C)[C@H](NC(=O)Nc1ccc(Oc2ccccc2)cc1)C(=O)O` (some centres undefined) gave Fam108B counter 0.0, LYPLA1 counter 0.7, PAD4 FP inh 1.2, PME-1 primary -4.3, pPAFAH inh 2.9, GSTO1 counter 1.5, PAFAH1B2 FP inh 4.9, PAFAH1B3 inh 12.8 and PAFAH2 inh 1.2.
`Cn1nc(C(=O)Nc2nc3ccccc3[nH]2)ccc1=O` gave Fam108B counter 2.8, LYPLA1 counter 2.6, PAD4 FP inh -4.8, PME-1 primary 7.7, pPAFAH inh 0.3, GSTO1 counter 5.1, PAFAH1B2 FP inh 3.0, PAFAH1B3 inh 5.0 and PAFAH2 inh 5.7.
CCCn1c(=N)n(CC(=O)C(C)(C)C)c2ccccc21 was read as Fam108B counter 2.4, LYPLA1 counter -1.3, PAD4 FP inh -2.9, PME-1 primary -0.7, pPAFAH inh 5.9, GSTO1 counter 5.6, PAFAH1B2 FP inh 1.0, PAFAH1B3 inh -5.2 and PAFAH2 inh 1.4.
CC1CC(=O)N(CC(=O)Nc2ccccc2F)c2ccccc2S1(=O)=O (centres undefined) was read as Fam108B counter -2.5, LYPLA1 counter 1.6, PAD4 FP inh 6.4, PME-1 primary 5.5, pPAFAH inh 3.5, GSTO1 counter 1.6, PAFAH1B2 FP inh -0.2, PAFAH1B3 inh -2.7 and PAFAH2 inh 3.1.
Screening O=C(Nc1ccc2c(c1)OCCO2)c1cccs1 returned Fam108B counter -2.4, LYPLA1 counter 4.1, PAD4 FP inh -4.3, PME-1 primary -5.9, pPAFAH inh 5.6, GSTO1 counter -0.5, PAFAH1B2 FP inh -0.5, PAFAH1B3 inh -7.2 and PAFAH2 inh 1.0.
COc1ccc(Cl)cc1N(CC(=O)Nc1ccccc1SC)S(C)(=O)=O was read as Fam108B counter -3.6, LYPLA1 counter -3.3, PAD4 FP inh -0.9, PME-1 primary -3.9, pPAFAH inh -7.6, GSTO1 counter 4.5, PAFAH1B2 FP inh 6.8, PAFAH1B3 inh 3.6 and PAFAH2 inh 3.5.
Screening Cc1cc(OCC(=O)O/N=C(\N)c2ccccc2)cc(C)c1Cl returned Fam108B counter -0.5, LYPLA1 counter -0.4, PAD4 FP inh -0.5, PME-1 primary -3.4, pPAFAH inh -2.9, GSTO1 counter -5.4, PAFAH1B2 FP inh -0.9, PAFAH1B3 inh -2.2 and PAFAH2 inh -3.4.
Screening Cc1cccc(N2CCN(C(=O)c3cccc(S(=O)(=O)N4CCCCC4)c3)CC2)c1C returned PAD4 FP inh -4.7, pPAFAH inh -3.6, PAFAH1B2 FP inh 5.2, PAFAH1B3 inh 4.4 and PAFAH2 inh 10.6.

Screening results from PubChem BioAssay.
